MCL1 BIM primary: disrupts human MCL1 binding to BIM-BH3 peptide. GST-MCL1 / FITC-Bim-BH3 fluorescence polarization. AID 2057. Q07820. 320,000 compounds, 0.68% hits. inhibition, % at 10.9 µM;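 active = inhibition above the mean inhibition of all tested compounds plus 3 SD, set per campaign, cut at about 40% in these data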;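 also: 0% = DMSO wells and 100% = unlabeled Bim-BH3 peptide control; higher means more loss of mP so more displacement of Bim peptide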
BCLXL inh: Bcl-xL (human) inhibition; GST-Bcl-xL / FITC-Bim BH3 peptide fluorescence polarization; inhibition, % at 10.9 µM; Q07817; 320,000 compounds, 0.7% hits;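 active = inhibition above the mean of all tested compounds plus 3 SD, cutoff set per campaign, cut at about 30% in these data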;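 also: 0% = DMSO wells and 100% = unlabeled Bim-BH3 peptide competitor; inhibitors lower millipolarization by displacing the labeled peptide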
Target sequence (Q07817 whole entry, looked up): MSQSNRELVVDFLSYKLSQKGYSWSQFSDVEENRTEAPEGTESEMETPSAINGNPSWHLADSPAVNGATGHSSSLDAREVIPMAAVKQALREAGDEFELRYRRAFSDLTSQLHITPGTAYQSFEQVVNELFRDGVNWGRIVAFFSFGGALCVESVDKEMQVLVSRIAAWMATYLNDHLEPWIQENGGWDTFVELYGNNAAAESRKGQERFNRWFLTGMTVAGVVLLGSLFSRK
GLD-1 TGE inh: GLD-1-TGE RNA interaction inhibition (C. elegans) | Q17339 | purified GLD-1 + fluorescein TGE RNA, fluorescence polarization | inhibition, % at 5.96 µM | 320,000 compounds, 0.44% hits | AID 2280;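 active = percent inhibition above a per-plate cutoff, the plate mean of test compounds plus 3 SD, cut at about 30% in these data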;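 also: 0% = DMSO wells with GLD-1 and probe and 100% = wells lacking GLD-1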
MEX-5 binding: C. elegans MEX-5 TCR-2 RNA binding activity; Q9XUB2; MEX-5/FITC-TCR2 RNA binding, fluorescence polarization; stronger effect = lower value; 300,000 compounds, 0.38% hits; activity score (negative = inhibition of binding), % at 10 µM;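 active = inhibition past about -25% in most replicates, and total fluorescence under double the plate's negative control median, limit read from the data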;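 also: 0% = DMSO and -100% = 5 µM competing unlabeled TCR2 RNA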
PAFAH1B2 inh: PAFAH1B2 (human) inhibition | inhibition, % at 3.39 µM | 340,000 compounds, 1.2% hits | recombinant PAFAH1B2, FP-rhodamine activity probe, fluorescence polarization | P68402 | AID 492953;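 active = inhibition above the mean of all tested compounds plus 3 SD, cut at about 24% in these data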;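 also: 0% = enzyme with DMSO and 100% = wells lacking PAFAH1B2; many of its hits are not listed in these tables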
Target sequence (P68402 whole entry, looked up): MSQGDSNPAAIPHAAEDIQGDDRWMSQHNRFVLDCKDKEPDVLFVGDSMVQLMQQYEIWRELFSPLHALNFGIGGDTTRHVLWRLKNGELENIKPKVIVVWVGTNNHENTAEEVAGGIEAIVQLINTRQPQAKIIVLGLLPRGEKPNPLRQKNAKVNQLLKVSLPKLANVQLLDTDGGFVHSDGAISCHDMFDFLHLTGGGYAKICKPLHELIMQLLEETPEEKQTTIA
Fam108B counter: counter-screen for RBBP9 inhibitors: inhibitors of mouse Fam108B; recombinant Fam108B, FP-Rh probe fluorescence polarization; inhibition, % at 9.51 µM; 300,000 compounds, 0.33% hits; AID 1947;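 active = inhibition above the screen mean inhibition plus 3 SD, computed separately per campaign, cut at about 18% in these data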;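 also: inhibitors lower polarization as less probe binds the enzyme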
PME-1 primary: blocks human protein phosphatase methylesterase 1; Q9Y570; recombinant PME-1, FP-Rh probe fluorescence polarization; inhibition, % at 5.9 µM; 320,000 compounds, 0.53% hits;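 active = inhibition above the campaign mean of all compounds plus 3 SD, cut at about 26% in these data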;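 also: competitive labeling of PME-1 active site by serine hydrolase directed probe; 0% = PME-1 with DMSO and 100% = wells lacking PME-1 enzyme; inhibitors block probe labeling so polarization falls and inhibition rises; many of its hits are not listed in these tables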
pPAFAH inh: inhibitors of human plasma PAF acetylhydrolase (pPAFAH). Q13093. inhibition, % at 3.39 µM. AID 463082. recombinant pPAFAH, FP-rhodamine probe fluorescence polarization. 330,000 compounds, 1.5% hits;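 active = inhibition above the mean inhibition across the screen plus 3 SD, cut at about 25% in these data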;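 also: inhibitors block binding of the rhodamine activity-based probe so polarization drops; 0% = enzyme with DMSO and 100% = wells lacking pPAFAH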
Target sequence (Q13093 whole entry, looked up): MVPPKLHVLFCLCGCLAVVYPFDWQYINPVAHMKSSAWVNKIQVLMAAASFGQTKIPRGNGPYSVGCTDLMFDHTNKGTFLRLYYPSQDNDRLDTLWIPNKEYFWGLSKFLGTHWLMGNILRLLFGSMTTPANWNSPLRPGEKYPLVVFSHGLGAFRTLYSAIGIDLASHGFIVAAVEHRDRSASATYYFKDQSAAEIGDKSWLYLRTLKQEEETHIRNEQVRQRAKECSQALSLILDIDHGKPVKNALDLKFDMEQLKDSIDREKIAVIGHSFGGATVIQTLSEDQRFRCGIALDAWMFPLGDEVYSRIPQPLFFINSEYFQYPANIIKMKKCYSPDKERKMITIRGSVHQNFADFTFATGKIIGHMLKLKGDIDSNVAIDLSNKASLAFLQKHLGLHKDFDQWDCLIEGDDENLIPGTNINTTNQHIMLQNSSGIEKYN
AHR act: human AHR activation | AHR-responsive luciferase reporter cells, luminescence | activation, % at 5 µM | 320,000 compounds, 2.5% hits | AID 2796; in the data active = activation above about 47%;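 also: 0% = vehicle wells and 100% = reference agonist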
Starred values were filed as active, the others as inactive; . = no result given.

Fields – MCL1 BIM primary	BCLXL inh	GLD-1 TGE inh	MEX-5 binding	PAFAH1B2 inh	Fam108B counter	PME-1 primary	pPAFAH inh	AHR act
Cn1ccnc1C(=O)c1ccc(S(=O)(=O)N2CCCC2)cc1
    2	4	6	-1.9	0	-3	0	3	2
Nc1nc(N2CCN(c3ccccn3)CC2)nc2ccccc12
    -2	0	-4	-1.3	0	3	9	3	21
CC(=O)Nc1ccc(S(=O)(=O)NCCC(=O)N2CCN(c3ccccc3Cl)CC2)cc1
    .	.	4	.	1	.	.	0	1
CCCCOc1ccc(/C=C/C2=CC(C)(C)NC(=S)N2)cc1OCC
    1	-13	5	-0.5	3	3	-2	20	16
CN1CCC(N(C)S(=O)(=O)c2ccc(NC(=O)c3ccc(S(=O)(=O)N(C)C)cc3)cc2)CC1
    .	.	0	.	1	.	.	-2	0
O=C(Nc1ccc(F)cc1)c1ccc2nc[nH]c2c1
    -13	-2	11	0.1	-1	-2	-10	-3	147*
COc1ccc(OCCSc2ncc(CO)n2C)cc1
    -3	-2	1	-2.5	4	3	0	5	2
COc1cccc(N2CCN(C(=S)Nc3cc(C)cc(C)c3)CC2)c1
    10	6	-4	-0.8	-3	3	-4	-2	0
O=C(CSc1nc(Nc2ccccc2)nc(N2CCOCC2)n1)Nc1ccc(Br)cc1F
    13	3	0	-2.0	-2	-3	-1	0	1
C#CCOCCOCCOCCNc1nc(N2CCN(C(=O)[C@H](CCC(=O)O)n3cc(C(N)CC(C)C)nn3)CC2)nc(N2CCN(C(=O)[C@H](Cc3ccc(O)cc3)n3cc(C(N)[C@H](C)CC)nn3)CC2)n1 (stereo partly specified)
    6	7	-1	-3.1	.	-1	2	2	-1
O=C1C2C3C=CC(CO)(O3)C2C(=O)N1c1ccccc1-c1ccccc1 (stereo unspecified)
    5	5	13	.	4	2	2	0	0
Cn1c(N)c(C(=O)COC(=O)COc2ccc(Cl)cc2)c(=O)n(C)c1=O
    12	9	2	.	11	.	0	1	-1
CN(C(=O)CN1C(=O)c2ccccc2S1(=O)=O)c1ccccc1C(=O)O
    -1	-3	0	-3.2	-2	-1	-6	-2	0
N#CCCn1cc(/C=N/O)c(-c2ccc(-c3ccccc3)cc2)n1
    0	7	13	-3.4	-5	3	1	7	10
CCn1c(SCC(=O)Nc2ccc(Cl)cc2)nnc1C1CC1
    -2	1	4	0.1	3	-1	3	-1	13
O=C(NC(NC1CCS(=O)(=O)C1)C(=O)c1ccccc1)c1ccc(Cl)cc1 (stereo unspecified)
    1	3	-3	0.8	1	-1	-1	-2	1
CN1CN(C)c2cccc3cccc1c23
    8	3	10	-8.2	7	-3	7	7	3
COc1ccc(C#Cc2c(-c3ccsc3)oc3ccc(-c4cc(OC)c(OC)c(OC)c4)cc23)cc1
    -2	6	6	2.9	2	2	2	0	1
S=C(c1ccc2c(c1)OCO2)N1CCCC1
    12	9	-1	-1.1	-3	-2	-5	-3	4
COc1cccc(NC(=O)Cc2ccccc2)c1
    -1	-2	-2	2.9	1	-4	-1	-2	13
C=CCOc1ccc(/C=C/C(=O)OCC(=O)NNC(=O)c2ccccc2F)cc1
    .	.	5	.	0	.	.	8	-2
N#Cc1cc(-c2ccccc2)oc1NC(=O)c1ccccc1
    -16	-8	-3	-2.4	7	2	5	9	16
Cc1cc(C)c(C)c(S(=O)(=O)N2CCN(C)CC2)c1C
    6	0	5	0.6	4	1	8	3	2
COc1ccc(C)cc1NC(=S)N1CCN(c2ccccn2)CC1
    10	3	3	-1.0	5	1	0	0	2
CC1CCC2(CC1)NC(=O)N(CC(=O)c1cn(CCC#N)c3ccccc13)C2=O (stereo unspecified)
    7	4	-3	0.5	7	1	3	3	2
Cn1c(=O)c2c(SCC(=O)N3CCOCC3)nc(C3CC3)nc2n(C)c1=O
    1	9	3	1.3	0	1	0	5	8
CCn1cc(C(=O)Nc2ccccc2)c(=O)c2ccc(C)nc21
    19	3	-1	2.7	.	1	3	-5	4
CCSCc1nc(N)nc(NCCc2ccccc2)n1
    5	4	5	-1.2	9	-1	-7	6	4
CC(=O)C1=C(O)C(=O)N(c2ccc(Br)cn2)C1c1ccccc1[N+](=O)[O-] (stereo unspecified)
    4	4	4	-1.0	4	2	-1	-1	30
COc1ccc(CC(=O)Nc2ccc(N3CCOCC3)cc2)cc1S(=O)(=O)N1CCOCC1
    2	1	4	2.2	5	0	0	4	-1
Cc1cc(C=C2C(=O)c3ccccc3C2=O)c(C)n1-c1ccccc1
    -3	-1	3	-7.6	4	-3	-11	1	11
COCCNC(=O)c1cc(-c2cccs2)on1
    6	5	0	1.1	7	-2	4	1	10
C/C(=N\Nc1c([N+](=O)[O-])c(C)nn1C)c1ccc(F)cc1F
    1	4	2	-1.0	-1	-1	5	3	2
COc1ccc(Cl)cc1NC(=S)NCc1cccnc1
    -9	8	-3	0.6	0	2	-4	0	23
On1nnc2c3ccccc3c3ccccc3c21
    -3	8	-12	1.3	10	-1	1	3	4
Cn1c(Cc2cccc3ccccc23)nnc1SCC(=O)N1CCN(c2cccc(Cl)c2)CC1
    5	4	-6	-0.6	6	1	1	9	-2
CCOC(=O)/C=C(\C)Nc1cc(C)nn1-c1ccccc1
    -5	-1	-3	-0.3	2	-4	-3	-1	0
COc1ccc(CCC(=O)NCCOc2ccc(Cl)cc2)cc1
    5	4	1	2.0	13	9	-2	-1	2
COc1cccc(-c2cc(C(F)(F)F)nc(N3CCCCC3)n2)c1
    -8	-2	-1	-0.7	5	2	-5	1	1
COc1ccc(C(F)(F)F)cc1N/C=C/c1nnnn1-c1ccc(C)cc1
    -1	-3	4	1.8	5	0	-2	5	9
O=C(CSc1nc2ccccc2o1)N1CCN(S(=O)(=O)c2ccc3ccccc3c2)CC1
    -5	-2	-1	-1.1	-1	-8	-4	-6	6
Cc1cccc(N(CC(=O)Nc2cccnc2)S(C)(=O)=O)c1
    -4	-4	-1	-2.1	-2	1	0	2	6
CC(C)Cn1c(N)c(C(=O)COC(=O)c2ccc3c(c2)OCCO3)c(=O)n(C)c1=O
    -7	1	2	-0.4	4	5	2	6	-4
CCOC(=O)c1c(C)[nH]c(C(=O)OCC(=O)N(CC(C)C)c2c(N)n(Cc3ccccc3)c(=O)[nH]c2=O)c1C
    -36	-29	-8	7.5	2	-5	-3	0	4
COc1ccccc1NCc1cc(=O)oc2c(C)c(O)ccc12
    -3	4	7	-1.0	1	-1	12	11	35
Cc1cc(C)cc(C(=O)Nc2ccc(NC(=O)c3cccs3)cc2)c1
    3	-2	4	0.6	-6	-3	0	1	1
CN1CCN(C(=O)CCn2c(=O)c3cccn3c3cccnc32)CC1
    -1	5	-1	0.0	-3	3	-2	4	6
CC(=O)c1c(C)n(CC(=O)NCc2ccc3c(c2)OCO3)c2ccccc12
    -8	0	0	-1.5	-1	2	9	7	0
Cn1c(SCC(=O)c2ccccc2)nnc1-c1ccc(O)cc1
    -7	-5	6	2.0	7	1	5	-2	1
O=[N+]([O-])c1ccc(Cl)c(/C=N/n2c(COc3ccccc3)n[nH]c2=S)c1
    -14	-14	-6	1.9	0	3	2	6	2

Continuation.
Fields – MCL1 BIM primary	BCLXL inh	GLD-1 TGE inh	MEX-5 binding	PAFAH1B2 inh	Fam108B counter	PME-1 primary	pPAFAH inh	AHR act
Cc1ccc(C)c(NC(=O)C(=O)NCC2CCCN2S(=O)(=O)c2cccs2)c1 (stereo unspecified)
    5	7	9	2.1	1	-2	7	8	2
Cc1ccc(OCCCCN2CCc3ccccc3C2)cc1
    -1	8	-5	-0.3	-1	4	-5	4	6
CCCC(O)(CCC)C(=O)NN(C(=O)OC)c1ccccc1
    1	-1	0	.	1	-1	4	0	1
O=C(c1ccc(Cl)cc1)C1CCN(CC(=O)N2CCCCC2)CC1
    11	5	5	2.1	1	2	0	-2	-1
Fc1cccc(CSc2nc3ccncc3[nH]2)c1
    1	-2	8	-0.3	-1	-2	-6	-5	22
COc1ccc(N(C(=O)c2ccc(S(=O)(=O)N3CCCC3)cc2)C2C=CS(=O)(=O)C2)cc1 (stereo unspecified)
    2	0	-5	0.0	0	0	0	1	-1
CCOC(=O)C(=CNc1ccccc1N1CCOCC1)C(=O)OCC
    -2	3	1	-1.3	1	2	3	2	6
O=C(C1CC1)N1N=C(c2ccccc2)CC1(O)C(F)(F)C(F)(F)F (stereo unspecified)
    6	2	-2	-0.1	-5	1	-4	-1	-1
CCOC(=O)C1(CCc2ccccc2)CCN(Cc2ccn[nH]2)CC1
    -5	-1	4	2.5	4	-1	-8	-6	5
NC(N)=NC(N)=Nc1ccc2ccccc2c1
    10	4	8	-0.6	4	-4	-3	4	0
CCOC(=O)n1cc(-c2cnc(CNC(=O)C(C)(c3ccccc3)c3ccccc3)o2)c2ccccc21
    -10	1	2	2.0	.	-5	-11	3	19
CCCOc1ccc(C(CC(=O)O)NC(=O)c2ccc3c(c2)OCO3)cc1 (stereo unspecified)
    1	-1	1	-0.4	-1	-1	2	-1	1
Cc1cc(C)c[n+](C(C)C(=O)c2ccc(-c3ccccc3)cc2)c1 (stereo unspecified)
    -1	-5	-3	0.2	7	3	0	6	-2
Cc1ccc(-c2cnc(SCCNC(=O)c3ccco3)[nH]2)cc1
    1	1	5	-1.2	-1	1	-4	0	61*
CCCCn1c(SCc2ncc(-c3ccccc3)o2)nc2cc(S(N)(=O)=O)ccc21
    -3	4	4	1.1	1	-3	9	3	4
Cc1cccc(-n2ncc3c(N(C)Cc4ccccc4)ncnc32)c1
    2	0	0	-1.7	3	-4	3	-3	8
CCCCN(C)c1ccc([N+](=O)[O-])cc1
    -12	-5	-3	-1.0	4	-4	0	-2	-7
CSc1ccc(CNC(=O)c2c(C)noc2C)s1
    4	4	6	-0.3	1	2	3	0	-1
COCc1c(C(=O)N/N=C(/C)c2cccs2)nnn1-c1nonc1N
    -3	3	8	0.9	5	2	-9	1	2
Cc1ccc(N2C(=O)C3CC(c4ccccc4)=C4C5C=CC(C6C(=O)N(c7ccc(C)cc7)C(=O)C56)C4C3C2=O)cc1 (stereo unspecified)
    3	6	9	1.3	1	-9	-1	7	1
CCOc1ccc(NC(=O)CCC(=O)NNC(=O)COc2ccc(C)cc2Br)cc1
    4	0	0	0.0	-3	2	-2	4	7
CC1CCCC(C)N1C(=O)COC(=O)c1ccc2ccccc2n1 (stereo unspecified)
    .	.	0	.	16	.	.	2	9
CC(C)(C)OC(=O)C[C@H]1C/C=C\C[C@@H](CC(=O)NCCO)C(=O)NC[C@@H](c2ccccc2)OC1=O
    .	.	4	.	11	.	.	4	0
CCCc1nnc(NC(=O)CS(=O)(=O)c2ccc(C)cc2)s1
    -6	-4	-1	0.1	0	6	0	0	5
Cc1ccc2nc(N(CCCN(C)C)C(=O)c3ccc(S(=O)(=O)N(C)C)cc3)sc2c1
    -1	0	-2	0.1	6	3	-5	5	-7
O=C(N/N=C/c1c(O)n(Cc2ccco2)c(=O)[nH]c1=O)c1ccccc1
    11	0	-12	-1.6	11	3	-4	7	3
Cc1ccc(C)c(OCC(O)CN2CCCCC2C)c1 (stereo unspecified)
    -3	3	-4	0.9	-3	0	2	0	48*
CNC(=O)CC(=O)Nc1ccccc1C(=O)O
    3	4	3	-1.6	2	-1	-6	-2	1
COc1ccc(C(=O)NCCS(=O)(=O)NCc2ccc(F)cc2)cc1
    6	0	2	0.9	0	2	-1	-1	1

Assay outcomes deposited in PubChem by several laboratories.

A portion of the library; rates above refer to the full screens.
